# PAX8 reporter = PAX8 transcriptional activity inhibition | inhibition, % at 12.6 µM | RMG-I TPO-luciferase reporter, SteadyGlo, 24 h | hit rate 1.2% among 360,000 | AID 652154;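 active = mean replicate inhibition at least 60% with every replicate also reaching 60%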;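 also: luciferase light reporting Pax8 driven TPO promoter activity; plate controls were median of neutral control wells for no effect and mitoxantrone controls for full effect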
# PGC1a acetyl inh = lowers PGC1a acetylation signal in U2OS cells; AlphaScreen anti-acetyl-lysine; with virally co-expressed GCN5 acetyltransferase; inhibition, % at 15.6 µM; hit rate 0.17% among 350,000; AID 651687;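 active = every replicate shows inhibition of at least 40%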;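 also: 0% = neutral control wells and 100% = positive control wells; some results beyond the cut were filed as inactive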
# LGR2 inh = inhibitors of bursicon-induced Drosophila LGR2 receptor cAMP signaling; HEK293 LGR2, CRE-luciferase, bursicon-stimulated, 4 h; inhibition, % at 9.99 µM; hit rate 0.35% among 380,000; AID 720647;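 active = drop in luminescence signal, shown as inhibition above about 50% in the replicate tests, limit read from the data, passing the limit was not always enough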;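 also: agonist challenge used bursicon conditioned medium at about half maximal strength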
# ARNT-TACC3 inh = disruptors of human ARNT/TACC3 interaction | hit rate 0.66% among 390,000 | inhibition, % at 9.99 µM | AlphaScreen His-ARNT PAS-B/GST-TACC3 binding, luminescence; TACC3 fragment carries E629A point mutation | Q9Y6A5;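 active = mean inhibition of replicates at least 50% and at least half of replicates each reaching 50%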;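 also: 0% = complete ARNT plus TACC3 wells and 100% = ARNT alone without TACC3; many hits fall short of the cut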
# C2C12 statin = protects C2C12 myotubes from simvastatin toxicity; ATP luminescence, 48 h; scaled: DMSO 0, geranylgeraniol control 100; rescue of ATP level, % at 7.49 µM; hit rate 0.78% among 330,000; AID 602340;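 active = mean ATP rescue above about 67%, or every replicate alone reaching that limit, limit read from the data, passing the limit was not always enough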;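 also: myotubes were challenged with 10 µM simvastatin during compound exposure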
# PglD inh = inhibitors of Campylobacter jejuni PglD acetyltransferase; purified PglD enzyme, DTNB colorimetric CoA detection; inhibition, % at 12.5 µM; hit rate 0.098% among 360,000; in the data active = inhibition above about 16%, passing the limit was not always enough; also: strong numbers were not always called active
# Cneo AK release = Cryptococcus neoformans lysis via adenylate kinase release; C. neoformans lysis, adenylate kinase release luminescence, 4 h; normalised: neutral wells 0, clomiphene wells 100; lysis activity, % at 15 µM; hit rate 0.2% among 360,000; AID 651654;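 active = mean lysis activity across replicates of at least 80%, whatever share of replicates individually reach that level; inactive = mean lysis activity below 80%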
#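 Test system: log-phase Cryptococcus neoformans yeast cells. Input: 5 × 10^6 yeast cells/mL. Medium: fresh YPD growth medium. Doses: single dose. Incubation: static 4 h at 37 °C with compound, 1 h detection. Measured by: luminescent adenylate kinase detection reagent. Read-out: signal increase indicating cell lysis. Benchmarks: Clomiphene.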
# INS-1E GSIS act = primary screen for activators of insulin secretion dependent on glucose, INS-1E cells, GLuc reporter luminescence; INS-1E GLuc reporter insulin secretion, 2-3 h; activation, % at 16.6 µM; hit rate 0.61% among 370,000;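 active = lowest replicate activation of at least 40%, so every replicate reaches that level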;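 also: 0% = median of neutral control wells and 100% = median of IBMX positive control wells; some compounds called inactive have numbers as strong as hits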
# * hit, by the source's call; · = no result given.
structure	PAX8 reporter	ARNT-TACC3 inh	PglD inh	C2C12 statin	LGR2 inh	Cneo AK release	INS-1E GSIS act	PGC1a acetyl inh
Cc1nn(-c2ccc([N+](=O)[O-])cc2)c2c1C(c1cccc(Br)c1)N1C(=N2)C(=O)Nc2ccccc21 (stereo not drawn)	24	-1	·	·	1	·	-20	·
O=S(=O)(Cc1ccccc1)NCC1CCCN(Cc2ccc3nonc3c2)C1 (stereo not drawn)	-3	3	·	·	-5	·	5	-2
COc1ccc(S(=O)(=O)NCC2CC3C=CC2C3)cc1OC (stereo not drawn)	16	3	-5	-1	1	-1	5	·
CCC1Oc2ccc(C)cc2N(CC(=O)N(Cc2ccc3c(c2)OCO3)CC2CCCO2)C1=O (stereo not drawn)	·	11	6	43	0	0	-3	-7
CCCc1cn(CC[C@@H]2CC[C@@H](NC(=O)C3CCC3)[C@@H](CO)O2)nn1	1	-6	-3	-1	-10	-2	6	3
CCCc1ccc(C(C)NC(=S)NCc2ccc(F)cc2)cc1 (stereo not drawn)	·	-4	-3	13	10	47	·	3
O=S(=O)(N[C@@H]1CC[C@@H](CCn2cc(-c3cccnc3)nn2)O[C@@H]1CO)c1ccc(F)cc1	8	6	-2	6	3	-4	2	-2
COc1cc(/C=C/C(=O)c2ccc3c(c2)OCO3)cc(OC)c1OC	·	-8	2	1	35	-2	19	·
CC1(C(=O)NS(=O)(=O)c2ccccc2Cl)CCN1C(=O)CCC1CCCC1 (stereo not drawn)	-9	·	3	2	2	0	-2	-4
C#CCOCCOCCOCCNc1nc(N2CCN(C(=O)[C@H](CCCCN)n3cc([C@@H](N)CO)nn3)CC2)nc(N2CCN(C(=O)[C@H](CCCCN)n3cc([C@@H](N)CC(C)C)nn3)CC2)n1	-1	24	5	5	-15	2	28	·
Cc1cc2c(=O)n(NC(N)=O)c(C)nc2s1	·	-1	0	-7	·	2	·	-8
Cc1nn(CC(=O)NC2C(=O)N3C(C(=O)O)=C(CSc4nnnn4C)CSC23)cc1Br (stereo not drawn)	-2	-5	·	·	-9	·	-3	-4
C[C@@H]1CCCCO[C@H](CN(C)C(=O)Nc2cccc3ccccc23)[C@@H](C)CN([C@H](C)CO)C(=O)c2cc(NS(=O)(=O)c3cccs3)ccc2O1	7	-5	2	-12	-9	-1	-6	·
COc1cc(/C=C/C(=O)O)cc(S(=O)(=O)NCc2ccc3c(c2)OCO3)c1OC	-50	·	-3	-3	-3	-1	-1	10
CCS(=O)(=O)Nc1ccc2c(c1)C(=O)N(C)[C@H]1CC[C@H](CC(=O)NCc3ccccc3F)O[C@H]1CO2	-3	-2	6	-4	-10	-3	3	·
CCOc1ccc(Cl)cc1S(=O)(=O)n1cnc2cc(C)c(C)cc21	·	18	2	4	·	0	·	6
Cn1ncc(Cl)c(Oc2ccc(Cl)cc2)c1=O	4	-5	·	·	2	·	22	·
O=C(NCCSc1ccccc1)c1ccc(CN2CCOCC2)cc1	-162	25	6	-11	-47	-4	5	4
O=C(c1ccccc1)N1CCN(C(=O)N2CCCCC2)CC1	·	·	4	3	5	0	-3	15
CCCC#Cc1ccc([C@@H]2[C@H](CO)N3CCCCN(S(=O)(=O)CC)C[C@@H]23)cc1	-8	18	-5	·	10	3	-14	-16
Brc1ccc(N=NNc2ccccc2)cc1	-97	5	2	6	-61	-2	5	2
Cc1cccc(N2CCN(CC(O)COc3ccccc3)CC2)c1 (stereo not drawn)	2	0	-4	8	9	5	-14	13
O=C(CSc1ccc(-c2ccccc2)nn1)c1ccccc1	-66	-3	4	-53	-59	0	5	4
C[C@@H]1CN([C@@H](C)CO)C(=O)Cc2cc(NS(=O)(=O)c3cccs3)ccc2O[C@@H]1CN(C)C	-16	-7	1	26	32	-3	-1	1
CN(C1=NS(=O)(=O)c2ccccc21)c1ccc(OC(=O)c2ccccc2F)cc1	-25	·	-2	-1	-6	-1	4	·
O=C(NCc1ccc(F)cc1)N1[C@H]2CC[C@@H]1C=C(c1ccc(F)cc1OCc1ccccc1)C2	-22	·	0	-12	20	-1	2	-5
C[C@@H]1CN([C@H](C)CO)C(=O)Cc2cc(NC(=O)Nc3ccc(C(F)(F)F)cc3)ccc2O[C@@H]1CN(C)C(=O)Nc1ccc2c(c1)OCO2	24	·	·	·	21	·	-25	16
Cc1ccc(C(N)=Nc2ccccc2)cc1	-29	-6	3	1	1	0	10	·
Cc1ccccc1NC(=O)Oc1cccc(OC(=O)c2ccccc2)c1	9	-13	0	15	-3	0	9	·
COc1cc(/C=C/C(=O)Nc2cccc(S(=O)(=O)NC3=NCCCCC3)c2)ccc1OCC#N	19	-5	5	-5	-9	2	9	·
O=C(C1CC1)N1CCN(c2nc3ccccc3s2)CC1	·	-10	-4	6	·	-1	·	-18
O=C(CN1CCN(C(=O)C2CCC2)CC1)Nc1ccc(F)cc1	10	-13	-6	5	-8	-1	-8	·
COCC(=O)Nc1ccc2c(c1)C(=O)N(C)[C@@H]1CC[C@H](CC(=O)Nc3ccccc3)O[C@H]1CO2	10	0	-2	13	-3	-2	0	4
CCCC(C(=O)Nc1ccc(C)c(S(=O)(=O)N2CCOCC2)c1)c1ccccc1 (stereo not drawn)	6	0	-4	20	0	-1	-60	·
Cc1onc(-c2c(F)cccc2Cl)c1C(=O)O/N=C(\N)c1ccc([N+](=O)[O-])o1	22	0	3	·	6	-4	-18	-10
CC(=O)NCCOc1c(C)cc(S(N)(=O)=O)cc1C	·	·	4	1	·	-2	·	8
COCCNc1nc(C)cc(-c2cc(-c3ccc(Cl)cc3)on2)n1	-40	-6	-2	-8	-25	3	12	·
CCCOc1ccc(F)cc1-c1cc(C(=O)Nc2cc(OC)ccc2OC)[nH]n1	-18	·	2	-21	16	-2	·	7
Cc1ccc(S(=O)(=O)NCCC(=O)N2CCOCC2)cc1C	5	-7	·	·	-7	·	1	·
C[C@H]1CN([C@@H](C)CO)C(=O)c2cc(NC(=O)NC3CCCCC3)ccc2O[C@@H]1CN(C)C(=O)Nc1cccc2ccccc12	8	0	0	15	-8	-1	3	4
N#CCc1ccc(NC(=O)c2ccccc2C(=O)Nc2ccc(CC#N)cc2)cc1	0	-2	6	-1	-12	-6	-4	2
CC(C)NC(=O)N(C)C[C@@H]1Oc2c(NC(=O)CCCCCC(=O)Nc3ccccc3N)cccc2C(=O)N([C@@H](C)CO)C[C@@H]1C	2	·	·	·	0	·	1	-8
CCOC(=O)Cc1csc(N/N=C\c2ccccc2OC)n1	-22	0	4	0	-6	12	3	-12
CC(=O)NNC(=O)CSc1nnc(-c2ccccc2)c(-c2ccccc2)n1	22	·	4	-7	-19	93*	0	14
COc1ccc(NC(=O)Nc2ccc3c(c2)CC(=O)N([C@H](C)CO)C[C@H](C)[C@H](CN(C)Cc2ccncc2)O3)cc1	7	2	3	-14	-10	-1	-11	12
COc1cc(C)c(S(=O)(=O)n2c([N+](=O)[O-])cnc2C)cc1C	7	-6	-3	7	-3	4	0	-3
CCN(CCNC(=O)C1CCN(c2nnc(-n3cccc3)s2)CC1)c1ccccc1	8	12	5	·	-14	0	-13	3
N#CC[C@H](Cc1ccccc1)N1CC[C@@H](NC(=O)OCc2ccccc2)CCC1=O	1	6	-1	10	·	3	·	0
CCCCCCc1cc2cc(/C(N)=N/NC(=O)c3ccncc3)c(=O)oc2cc1O	·	·	-1	-50	3	-1	-9	-21
CCN(CC)c1ccc(/C=N/NC(=O)OC(C)(C)C)cc1	-59	7	5	-23	-95	3	8	-2

# Sorted by the number under ARNT-TACC3 inh (lowest first): 3 from the list above.
Molecule	ARNT-TACC3 inh
Cc1ccccc1NC(=O)Oc1cccc(OC(=O)c2ccccc2)c1	-13
COc1cc(C)c(S(=O)(=O)n2c([N+](=O)[O-])cnc2C)cc1C	-6
C[C@H]1CN([C@@H](C)CO)C(=O)c2cc(NC(=O)NC3CCCCC3)ccc2O[C@@H]1CN(C)C(=O)Nc1cccc2ccccc12	0

# New compounds follow.
structure	PAX8 reporter	ARNT-TACC3 inh	PglD inh	C2C12 statin	LGR2 inh	Cneo AK release	INS-1E GSIS act	PGC1a acetyl inh
CC1(C)CC(=O)C(C(C2=C(O)CC(C)(C)CC2=O)c2cccc(O)c2)C(=O)C1 (stereo not drawn)	11	-6	-8	11	·	-1	·	·
CC(C)NC(=O)N(C)C[C@H]1Oc2ccc(NC(=O)NC3CCCCC3)cc2C(=O)N([C@@H](C)CO)C[C@H]1C	·	-1	-1	4	5	2	0	12
O=C(COC(=O)c1ccc(Cl)cc1O)NCCN1C(=O)CSC1=O	7	1	·	·	-5	·	15	·
C[C@@H]1CN([C@@H](C)CO)C(=O)c2cc(C#Cc3ccccn3)cnc2O[C@H]1CN(C)Cc1cncnc1	3	-1	1	7	-6	3	3	11
COc1ccc(C(C)=O)cc1CN1C(=O)NC2(CCCC2)C1=O	2	1	0	-6	·	1	·	·
O=C(CSc1ccc2nnc(CCNC(=O)c3ccccc3)n2n1)NCc1ccco1	8	-2	0	-4	-1	-1	23	·
COc1ccc(-c2ccc([C@H]3[C@@H](CO)N(C(=O)C4CCOCC4)[C@H]3C#N)cc2)cc1	3	7	2	-7	-13	-3	16	6
Cc1cccc(OCC(=O)NCc2ccncc2)c1C	1	0	-277	-10	1	0	-8	1
COc1ccc(Cn2c(CCC(=O)NCc3ccco3)nc3cccnc32)cc1	·	4	4	7	10	-5	4	3
Cc1ccc(NC(=O)CCN2CC(C)OC(C)C2)cc1C (stereo not drawn)	-8	-3	-3	5	10	-1	-15	-12
c1ccc(-c2nnc(N3CCCC3)nc2-c2ccccc2)cc1	0	2	-7	11	-1	5	9	-21
CCOc1ccc(S(=O)(=O)N2CCC(C(=O)NCc3ccccc3CN3CCCC3)CC2)cc1	-1	1	-3	-8	-21	0	-13	0
CC(=O)Nc1ccc(NC(=O)COC(=O)c2cc([N+](=O)[O-])ccc2N2CCOCC2)cc1	9	6	-4	-7	0	-5	19	·
Cc1c(Cl)cccc1NC(=O)NCCCN1CCCC1=O	5	2	1	0	-8	0	-1	4
CCN(CC(=O)Nc1c(F)cccc1F)C(=O)c1cc(S(=O)(=O)N(C)C)ccc1N1CCCC1	90*	0	1	-14	7	0	-6	-2
COc1ccc(S(=O)(=O)N2CCOCC2)cc1C(C)C	·	32	-2	10	·	0	·	-1
O=C(O)CCCCCNC(=O)C(=O)C1C(=O)Nc2ccccc21 (stereo not drawn)	16	-1	-12	11	11	0	9	-15
CCC(=O)N(C)C[C@@H]1Oc2cc(-c3ccc(C)cc3)ccc2S(=O)(=O)N([C@@H](C)CO)C[C@H]1C	·	1	1	-13	7	-2	-9	-2
COc1ccccc1N1CCN(C(=O)C2CCN(C(=O)c3ccccc3Cl)CC2)CC1	10	0	-1	1	7	-1	-11	-4
O=S1(=O)c2ccccc2OC(COCc2ccccc2)CN1Cc1ccccc1 (stereo not drawn)	1	-5	7	-4	5	0	29	3
O=C1CC(NC23CC4CC(CC(C4)C2)C3)C(=O)N1c1ccc2c(c1)OCO2 (stereo not drawn)	·	-5	4	2	-8	2	-7	-6
C1CN(c2nc3nonc3nc2N2CCSCC2)CCO1	11	-5	0	-6	-3	1	10	5
C[C@H](CO)N1C[C@H](C)[C@@H](CN(C)CC2CC2)OCCCC[C@H](C)Oc2ccc(NC(=O)Nc3ccccc3)cc2C1=O	-14	4	7	·	-16	22	-3	-2
